From PubChem BioAssay
IL-1B inflam inh: inflammasome signaling inhibition, IL-1 beta readout; hit rate 4.7% among 360,000; activity change, % at 57.5 µM; THP-1 LPS/ATP IL-1B secretion, AlphaLISA, 16 h; stronger effect = lower value; in the data active means activity change below about -50%; inconclusive means mostly about -30% to -49%; further: on the % scale 0 is the no-effect control and ±100 the full control effect
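THP-1 cells pretreated 1 hr with compounds (up to 57.5 uM final), then stimulated with LPS (250 ng/mL final) plus ATP (1.25 mM final); secreted IL-1B measured by AlphaLISA after 16 hr, decreased signal indicating inhibition.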
HT1080-NT tox: kills 2HG-producing HT-1080-NT fibrosarcoma cells; AID 686970; Potency, µM (series often up to 46.1 µM), without a hit: at the highest dose activity, negative = less viability, hits mostly cytotoxic; HT-1080-NT fibrosarcoma viability, CellTiter-Glo ATP luminescence, 48 h; hit rate 1.6% among 360,000;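 further: NT is the 2HG producing partner of a matched IDH1 knockdown line; potency means the concentration at half of the fitted maximal effect; 0% = DMSO-treated cells and -100% = media-only wells without cells; nearly all actives have a fitted effect of over 55% in size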
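Viability by CellTiter-Glo luminescence after 48 h compound exposure at 37C of HT-1080-NT cells (750/well, RPMI, 5% FBS). % activity scaled between DMSO wells and medium-only wells, then curve-fitted and categorized by curve class.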
WRN inhibitor: blocks human WRN helicase; WRN helicase unwinding, fluorescent forked duplex, kinetic; Potency, µM (doses to about 114 µM), for the others: top-dose activity change, negative = inhibition, actives largely listed as inhibitors; hit rate 0.46% among 360,000; further: potency means the concentration at half of the fitted maximal effect; on the % scale 0 is the no-effect control and ±100 the full control effect; nearly all actives have a fitted effect of over 55% in size
Target sequence (Q14191 whole entry, looked up): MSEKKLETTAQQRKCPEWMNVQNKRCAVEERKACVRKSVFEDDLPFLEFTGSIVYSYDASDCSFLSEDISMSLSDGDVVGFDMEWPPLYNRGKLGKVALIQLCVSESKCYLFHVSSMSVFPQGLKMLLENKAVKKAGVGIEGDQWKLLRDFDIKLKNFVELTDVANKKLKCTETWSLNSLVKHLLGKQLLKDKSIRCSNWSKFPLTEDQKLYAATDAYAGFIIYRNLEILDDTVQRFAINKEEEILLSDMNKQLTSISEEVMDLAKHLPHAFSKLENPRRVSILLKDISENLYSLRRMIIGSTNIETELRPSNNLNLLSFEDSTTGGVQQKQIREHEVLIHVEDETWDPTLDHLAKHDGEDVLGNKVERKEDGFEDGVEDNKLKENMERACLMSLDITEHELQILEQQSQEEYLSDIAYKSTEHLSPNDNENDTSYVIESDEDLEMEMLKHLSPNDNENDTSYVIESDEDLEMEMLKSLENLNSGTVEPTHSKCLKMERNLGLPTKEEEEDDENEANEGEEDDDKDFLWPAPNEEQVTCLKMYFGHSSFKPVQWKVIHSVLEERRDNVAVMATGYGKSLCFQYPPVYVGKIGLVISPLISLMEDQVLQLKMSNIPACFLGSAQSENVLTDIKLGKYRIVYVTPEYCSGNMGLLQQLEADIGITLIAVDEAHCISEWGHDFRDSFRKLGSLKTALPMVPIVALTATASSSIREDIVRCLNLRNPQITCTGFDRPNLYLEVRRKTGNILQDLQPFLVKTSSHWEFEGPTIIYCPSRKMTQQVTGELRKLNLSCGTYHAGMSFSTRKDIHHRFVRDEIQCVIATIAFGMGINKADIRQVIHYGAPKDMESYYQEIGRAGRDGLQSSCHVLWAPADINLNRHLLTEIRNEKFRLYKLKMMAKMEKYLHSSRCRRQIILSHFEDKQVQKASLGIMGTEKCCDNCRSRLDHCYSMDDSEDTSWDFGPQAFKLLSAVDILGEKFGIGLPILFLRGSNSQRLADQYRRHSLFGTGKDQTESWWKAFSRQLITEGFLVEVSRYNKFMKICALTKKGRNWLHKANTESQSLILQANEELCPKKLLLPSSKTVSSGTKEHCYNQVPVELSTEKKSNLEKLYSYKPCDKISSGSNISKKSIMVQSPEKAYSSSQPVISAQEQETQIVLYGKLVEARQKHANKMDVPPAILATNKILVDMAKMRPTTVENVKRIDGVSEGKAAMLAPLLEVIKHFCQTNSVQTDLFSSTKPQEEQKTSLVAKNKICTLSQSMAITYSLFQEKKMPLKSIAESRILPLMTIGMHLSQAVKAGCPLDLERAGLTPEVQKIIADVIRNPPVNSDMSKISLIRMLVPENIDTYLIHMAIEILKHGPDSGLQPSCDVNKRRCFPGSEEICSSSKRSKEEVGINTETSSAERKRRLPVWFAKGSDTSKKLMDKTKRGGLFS
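Screening of the MLSMR collection measured strand separation of a quenched forked DNA duplex (100 nM) by 20 nM WRN with 2 mM ATP, all final. Compounds were preincubated with enzyme 15 min at room temperature.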
KB-V1 MDR tox: KB-V1 MDR subline cytotoxicity. KB-V1 MDR cells viability, CellTiter-Glo, 72 h. Potency, µM (titrated, usually from 46.1 µM), without a hit: at the top dose activity change, negative = cytotoxicity, actives largely listed as cytotoxic. hit rate 3.4% among 400,000; further: potency means the concentration at half of the fitted maximal effect; on the % scale 0 is the no-effect control and ±100 the full control effect; nearly all actives have a fitted effect of over 60% in size
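In this primary screen, KB-V1 cells overexpressing P-gp are incubated with library compounds (lowest to highest concentration) for 72 h at 37 degrees C before a luminescent ATP viability read.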
SW480 rereplic: induces DNA re-replication in SW480 colon adenocarcinoma cells | AID 624297 | Potency, µM (top dose mostly 46.1 µM), inactives show at the top dose re-replication activation, actives largely listed as activators | SW480 DNA re-replication, Hoechst DNA content imaging, 48 h | hit rate 1.8% among 340,000; further: potency means the concentration at half of the fitted maximal effect; % of control where 0% means no effect; nearly all actives have a fitted effect of over 55% in size
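First, 250 cells per well were seeded. Next, compound or vehicle (23 nL) was pinned in, plates sat 48 hr at 37 C. Finally Hoechst was added for 40 min before fluorescence scanning.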
MCF10A rereplic: induces DNA re-replication in MCF 10a normal breast cells | Potency, µM (highest dose often 46.1 µM), for inactives: at the top dose activity, positive = re-replication, actives largely listed as activators | hit rate 2.9% among 350,000 | MCF 10A DNA re-replication, Hoechst nuclear intensity, 48 h; further: potency means the concentration at half of the fitted maximal effect; % of control where 0% means no effect; nearly all actives have a fitted effect of over 50% in size
HT1080 IDH1KD tx: kills HT-1080 cells with IDH1 knockdown; HT-1080 IDH1 knockdown viability, ATP luminescence, 48 h; Potency, µM (series often up to 46.1 µM), without a hit: at the highest dose activity, negative = toxicity, actives largely listed as cytotoxic; hit rate 2% among 360,000;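 further: potency means the concentration at half of the fitted maximal effect; 0% = DMSO wells and -100% = cell-free medium wells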
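Knockdown cells (IDH1KD HT-1080) received compounds 2 h after plating at 750 cells/well and were kept 48 h at 37 °C in 5% FBS RPMI. A CellTiter-Glo luminescence read gave % activity for curve fitting.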
KB-3-1 cytotox: KB-3-1 parental cell cytotoxicity; KB-3-1 viability, CellTiter-Glo ATP luminescence, 72 h; AID 1347075; hit rate 1.4% among 400,000; Potency, µM (top dose mostly 46.1 µM), for inactives: top-dose activity change, negative = cytotoxic, actives largely listed as cytotoxic; further: potency means the concentration at half of the fitted maximal effect; on the % scale 0 is the no-effect control and ±100 the full control effect; nearly all actives have a fitted effect of over 60% in size
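72 h, 37 °C compound treatment of KB-3-1 parental cells; CellTiter-Glo added, 10 min, luminescence read. Data corrected against DMSO-only plates and normalized before curve fitting.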
ATXN2 expr inh: ATXN2 expression inhibition; HEK-293 ATXN2-luciferase reporter, luminescence, 24 h; Potency, µM (highest dose often 57 µM), for the others: top-dose activity change, negative = inhibition, most hits filed as inhibitors; hit rate 0.72% among 360,000; further: potency means the concentration at half of the fitted maximal effect; on the % scale 0 is the no-effect control and ±100 the full control effect; nearly all actives have a fitted effect of over 55% in size
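ATXN2-luciferase reporter cells (luciferase flanked by upstream and downstream ATXN2 gene portions) were treated 24 h at 37 °C with compounds at up to 57 uM. SteadyGlo luminescence gave expression; GF-AFC fluorescence gave viability.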
* hit, by the source's call; ? = inconclusive; . = not tested or not shown; & = joins results of further samples; [ ] = another dose, or the depositor's remark. Unless noted, the call rests on the fitted dose curve; in most records, active means well fitted curve in the direction sought with a large enough effect; inconclusive means small, poorly fitted or top-dose-only effect, or another doubt; inactive means no such curve, though single readings can be large; an effect the other way counts as inactive or inconclusive.

item	smiles	IL-1B inflam inh	HT1080-NT tox	WRN inhibitor	KB-V1 MDR tox	SW480 rereplic
1	CCOC(=O)C1=C[C@@H](C(C)(C)C)N(S(=O)(=O)c2ccc(C)cc2)[C@H]1c1cccc2ccccc12	7	-30%	-1%	0%	.
2	O=c1[nH][nH]c2c1C(c1ccc(F)cc1)OC(CCc1ccccc1)C2 (configuration not stated)	-5	15%	-8%	-9%	.
3	CCOC(=O)c1oc2ccc(CNC(C)(C)C)c(Cl)c2c1C	-19	-8%	21%	-29%	2%
4	O=C(CN1C(=O)S/C(=C\c2ccccc2F)C1=O)NC1CCS(=O)(=O)C1 (configuration not stated)	-15	16%	-11%	-11%	0%
5	COc1ccc(-c2cc(=O)c3cc(OC)c(OC)cc3[nH]2)cc1	-5	0%	-7%[57.1 µM]	-7%	1%
6	O=C1CCC(C(=O)N2CCSCC2)CN1Cc1ccc(Cl)cc1 (configuration not stated)	2	0%	3%	20%	-4%
7	O=C(/C=C/c1cccc([N+](=O)[O-])c1)N1CC[C@@]2(O)CCCC[C@H]2C1	-13	-4%	-7%	-16%	?
8	CCOC(=O)c1ccc(-n2c(CN3CCN(CC)CC3)nc3ccc([N+](=O)[O-])cc3c2=O)cc1	0	14%	-7%	2%	-2%
9	CN(c1ccc(OCC(=O)NC2CCCC2)cc1)S(=O)(=O)c1cccs1	-1	-1%	-3%	-17%	-7%
10	CC(=O)c1ccccc1NC(=O)COC(=O)CCCN1C(=O)c2cccc3cccc(c23)C1=O	21	4%	-15%	-64%	-3%

item	MCF10A rereplic	HT1080 IDH1KD tx	KB-3-1 cytotox	ATXN2 expr inh
1	.	-23%	?	-7%
2	.	1%	4%	-15%
3	4%	?	-10%	8%
4	-1%	0%	-1%	7%
5	6%	0%	-1%	5%
6	-4%	1%	3%	.
7	6%	1%	-4%	-3%
8	-3%	17%	-3%	.
9	-179%[0.0737 µM]	-11%	-2%	-1%
10	-3%	3%	-16%	-10%

Whole records, quoted from the list.
CCOC(=O)C1=C[C@@H](C(C)(C)C)N(S(=O)(=O)c2ccc(C)cc2)[C@H]1c1cccc2ccccc12 as listed: IL-1B inflam inh: 7; HT1080-NT tox: -30%; WRN inhibitor: -1%; KB-V1 MDR tox: 0%; SW480 rereplic: .; MCF10A rereplic: .; HT1080 IDH1KD tx: -23%; KB-3-1 cytotox: ?; ATXN2 expr inh: -7%
O=C1CCC(C(=O)N2CCSCC2)CN1Cc1ccc(Cl)cc1 (configuration not stated) as listed: IL-1B inflam inh: 2; HT1080-NT tox: 0%; WRN inhibitor: 3%; KB-V1 MDR tox: 20%; SW480 rereplic: -4%; MCF10A rereplic: -4%; HT1080 IDH1KD tx: 1%; KB-3-1 cytotox: 3%; ATXN2 expr inh: .

Shown with values under each structure: entries from further up
Under each structure – IL-1B inflam inh	HT1080-NT tox	WRN inhibitor	KB-V1 MDR tox	SW480 rereplic	MCF10A rereplic	HT1080 IDH1KD tx	KB-3-1 cytotox	ATXN2 expr inh
5. COc1ccc(-c2cc(=O)c3cc(OC)c(OC)cc3[nH]2)cc1
 : -5	0%	-7%[57.1 µM]	-7%	1%	6%	0%	-1%	5%
6. O=C1CCC(C(=O)N2CCSCC2)CN1Cc1ccc(Cl)cc1 (configuration not stated)
 : 2	0%	3%	20%	-4%	-4%	1%	3%	.
7. O=C(/C=C/c1cccc([N+](=O)[O-])c1)N1CC[C@@]2(O)CCCC[C@H]2C1
 : -13	-4%	-7%	-16%	?	6%	1%	-4%	-3%
8. CCOC(=O)c1ccc(-n2c(CN3CCN(CC)CC3)nc3ccc([N+](=O)[O-])cc3c2=O)cc1
 : 0	14%	-7%	2%	-2%	-3%	17%	-3%	.
9. CN(c1ccc(OCC(=O)NC2CCCC2)cc1)S(=O)(=O)c1cccs1
 : -1	-1%	-3%	-17%	-7%	-179%[0.0737 µM]	-11%	-2%	-1%

Following part.
item	smiles	IL-1B inflam inh	HT1080-NT tox	WRN inhibitor	KB-V1 MDR tox	SW480 rereplic
11	Cc1cc(Br)c(NC(=O)CN(C)CCOc2ccccc2)c(Br)c1	9	-1%	0%	-22%	5%
12	CS(=O)(=O)n1nc(-c2ccc(Cl)cc2)nc1N	-13	18%	3%	5%	-129%[inhibitor]
13	O=C(NN1C(=O)CSC1=S)C(=O)NN1C(=O)CSC1=S	34	20%	22µM*	0%	-4%
14	COc1ccc(-n2cnc3cc(C(=O)NCC4CCCO4)ccc32)cc1 (configuration not stated)	-7	-4%	3%	-22%	?
15	Cn1c(O)c(/C=C2\C=Nc3ccccc32)sc1=Nc1ccc(C(=O)O)cc1	61	0%	-1%	0%	6%
16	Cc1noc(C)c1S(=O)(=O)N1CCCC(C(=O)Nc2ccc(Cl)cn2)C1 (configuration not stated)	6	-7%	4%	?	-1%
17	Cc1ccc(C(=O)Nc2cccc(NC(=O)c3cccs3)c2)c(C)c1	1	-7%	-8%	?	6%
18	CCCCOCP(=O)(CCCC)COCCCC	8	12%	1%	-4%	1%
19	Cc1ccc(NC(=O)/C(=C\c2cccnc2)NC(=O)c2ccco2)cc1	23	1%	1%	8%	-3%
20	CC(C)OC(=O)CSc1nnc(-c2ccc(Cl)cc2Cl)n1N	10	2%	-5%	6%	-2%

item	MCF10A rereplic	HT1080 IDH1KD tx	KB-3-1 cytotox	ATXN2 expr inh
11	5%	0%	2%	-23%
12	5%	3%	1%	31%
13	-9%	14%	-1%	1%
14	1%	0%	?	0%
15	5%	8%	5%	.
16	2%	-11%	-9%	-18%
17	-1%	-7%	1%	.
18	-8%	17%	-5%	1%
19	0%	1%	11%	-1%
20	-3%	3%	16%	-5%

Further entries:
item	smiles	IL-1B inflam inh	HT1080-NT tox	WRN inhibitor	KB-V1 MDR tox	SW480 rereplic
21	COc1cccc(C(=O)NCCC2=CCCCC2)c1	-4	-1%	0%	0%	-2%
22	Cc1cc(C)c(C#N)c(SCC(=O)Nc2c(C)n(C)n(-c3ccccc3)c2=O)n1	9	4%	5%	0%	-8%
23	Cn1nc(C(F)(F)F)c(C(=O)Nc2ccc(F)cc2F)c1Sc1ccc(C(F)(F)F)cc1	3	?	-14%	?	0%
24	COc1ccc(NC(=O)/C(=C\c2cccnc2)NC(=O)c2cccs2)cc1	5	-2%	8%	1%	0%
25	Cc1cccc(OCCCC(=O)Nc2nc3ccccc3[nH]2)c1	-1	-15%	-4%	21µM*	15%
26	COc1ccc(N=C(N(C)C)P(=O)(N(C)C)N(C)C)cc1	26&7	28%&11%	10%&3%	44%&17%	-15%&-7%
27	CCn1nc(C(=O)OCC(=O)N(CCC#N)c2ccccc2)c2ccccc2c1=O	22	1%	7%	?	-8%
28	CCOCCOC(=O)Cn1cnc2scc(-c3ccc(C)cc3)c2c1=O	12	2%	3%	-10%	-44%[inhibitor]
29	CN(C)c1ccc(/C=C/c2cccc[n+]2[O-])cc1	.	18%	9%	-20%	?
30	CC1=C(C(=O)OCc2ccccc2)C(c2ccc(Cl)cc2)NC(=O)N1C (configuration not stated)	?	?	-12%	-23%	-6%

item	MCF10A rereplic	HT1080 IDH1KD tx	KB-3-1 cytotox	ATXN2 expr inh
21	-2%	1%	-6%	-18%
22	1%	16%	8%	3%
23	5%	-10%	-27%	-9%
24	-1%	-1%	11%	1%
25	9%	-21%	?	13µM*
26	-17%&-2%	17%&5%	?	-6%&-7%
27	-6%	9%	0%	9%
28	-12%	4%	-1%	18%
29	-36%[inhibitor]	8%	-8%	-19%
30	-1%	?	-2%	-3%

Next structures.
item	smiles	IL-1B inflam inh	HT1080-NT tox	WRN inhibitor	KB-V1 MDR tox	SW480 rereplic
31	CN(C)CC/C=C1/c2cc(F)ccc2CSc2ccc(F)cc21	-14	-10%	16%	-29%	-40%[inhibitor]
32	COCCN1C(=O)N(c2cccc(OC)c2)C(=O)C1CC(=O)Nc1ccc(OC)cc1 (configuration not stated)	15	13%	6%	1%	1%
33	O=C(Nc1nccs1)c1ccc(NC(=O)C2CC=CCC2C(=O)O)cc1 (configuration not stated)	-5	0%	-7%	6%	-2%
34	CCNC(=O)COC(=O)C1CCN(S(=O)(=O)c2ccc3c(c2)OCCO3)CC1	27	16%	-7%	4%	-596%[inhibitor]
35	CCOC(=O)C(C)(C)Sc1ncnc2nc[nH]c12	-20	5%	6%	-17%	-1%
36	COCCN(C(=O)COC(=O)COc1ccc2c(c1)CCC2)c1c(N)n(Cc2ccccc2)c(=O)[nH]c1=O	24	5%	-1%	8%	-7%
37	CCN(C(=O)CCN1C(=O)c2ccccc2S1(=O)=O)c1ccccc1	41	3%	-4%	9%	1%
38	CCOc1ccccc1N1CCN(CC(O)COCc2cccs2)CC1 (configuration not stated)	17	12%	-6%	-9%	-4%

item	MCF10A rereplic	HT1080 IDH1KD tx	KB-3-1 cytotox	ATXN2 expr inh
31	-7%	-7%	3%	-11%
32	0%	12%	1%	-10%
33	16%	0%	2%	-17%
34	0%	10%	-3%	0%
35	-1%	-1%	9%	10%
36	-1%	8%	-14%	10%
37	-1%	7%	16%	7%
38	-5%	0%	2%	-2%
